Pol iota inh: inhibitors of human DNA polymerase iota; Q9UNA4; Pol iota fluorescent replication assay, 10 min; Potency, µM (doses to about 115 µM), for the others: at the highest dose activity, negative = inhibition, hits mostly inhibitors; 1% of 390,000 active; AID 588590; also: potency is read from the fitted curve at half-maximal effect
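Pol iota at 10 nM preincubated 15 min with compounds at room temperature; reaction started with fluorescent substrate, 50 nM final. Fluorescence read kinetically at 0 and 10 min; buffer-only wells as negative control.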
LDHA inh: inhibitors of human lactate dehydrogenase A. purified LDHA, NADH/diaphorase-resazurin fluorescence; stronger effect = lower value. 0.15% of 480,000 active. activity change, % (values are at about 110 or 230 µM); in the data active = activity change below about -30%; inconclusive = mostly about -25% to -30%;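 also: plate controls were DMSO wells for no effect and wells without enzyme for full effect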
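Human LDH5 (2 nM) was incubated with 0.06 mM NADH and 0.2 mM pyruvate for 5 min at room temperature in Tris pH 7.4. Remaining NADH was coupled through diaphorase/resazurin, and resorufin fluorescence was read at 0 and 20 min.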
POLK inh: inhibitors of human DNA polymerase kappa; Q9UBT6; purified Pol kappa, fluorescent DNA synthesis assay, 10 min; Potency, µM (top dose mostly 107 µM), without a hit: top-dose activity, negative = inhibition, most hits filed as inhibitors; 0.53% of 400,000 active; AID 588579; also: potency is read from the fitted curve at half-maximal effect; % is scaled to controls: 0 for no effect and ±100 for the full control effect
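10 nM Pol kappa preincubated 15 min at room temperature with compounds, then reaction started with substrate at 50 nM final. Fluorescence read kinetically at 0 and 10 min; buffer-only wells served as negative control.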
APE1 inh: blocks human APE1 abasic DNA cleavage; Potency, µM (top dose mostly 65.8 µM), for the others: at the highest dose activity change, negative = inhibition, hits mostly inhibitors; 0.35% of 350,000 active; recombinant APE1, TAMRA/BHQ-2 abasic DNA cleavage fluorescence; AID 2517; P27695;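 also: potency is read from the fitted curve at half-maximal effect; plate controls were vehicle for no effect and reference inhibitor for full effect; nearly all actives have a fitted effect of over 55% in size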
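Readout is kinetic fluorescence (ex 525, em 598 nm) from cleavage of 50 nM TAMRA/BHQ-2 THF abasic duplex by 0.75 nM APE1, compound added 15 min beforehand at RT.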
Anesthetic bind: binds horse apoferritin like a general anesthetic. P02791. apoferritin/1-aminoanthracene competitive binding, fluorescence. Potency, µM (doses to about 77.5 µM), for inactives: at the top dose activity change, negative = displacement, hits mostly inhibitors. 0.074% of 350,000 active; also: potency is read from the fitted curve at half-maximal effect; % is scaled to controls: 0 for no effect and ±100 for the full control effect; nearly all actives have a fitted effect of over 20% in size
Target sequence (P02791 2-175 limits assumed): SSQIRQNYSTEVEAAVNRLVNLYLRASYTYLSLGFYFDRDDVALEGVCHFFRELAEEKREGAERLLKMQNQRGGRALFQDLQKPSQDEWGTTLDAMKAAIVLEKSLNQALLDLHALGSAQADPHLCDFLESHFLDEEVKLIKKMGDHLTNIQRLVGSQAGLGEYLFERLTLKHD
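Apoferritin-based anesthetic binding model; compound displacement of fluorescent 1-AMA measured as endpoint fluorescence after 10 minutes at room temperature, scaled to free-ligand and complex controls.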
POLB inh: inhibitors of human DNA polymerase beta. P06746. Pol beta primer extension/strand displacement, fluorescence kinetic. Potency, µM (doses to about 114 µM), without a hit: at the highest dose activity change, negative = inhibition, actives largely listed as inhibitors. 1.3% of 340,000 active. AID 485314; also: potency is read from the fitted curve at half-maximal effect; % is scaled to controls: 0 for no effect and ±100 for the full control effect
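Enzyme-only controls used 10 nM Pol beta; buffer lacking enzyme served as negative control. Compound preincubated 15 min, then 50 nM substrate added; 0 and 10 min reads at room temperature.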
BLM helicase inh: inhibitors of human Bloom syndrome helicase BLM; P54132; Potency, µM (doses to about 56.1 µM), without a hit: at the highest dose activity change, negative = inhibition, usual class: inhibitors; recombinant BLM DNA unwinding, fluorescence dequenching; 0.2% of 350,000 active; AID 2528;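 also: potency is read from the fitted curve at half-maximal effect; plate controls were vehicle for no effect and no enzyme for full effect; nearly all actives have a fitted effect of over 35% in size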
Pol eta inh: DNA polymerase eta (human) inhibition | Potency, µM (series often up to 114 µM), for the others: top-dose activity change, negative = inhibition, actives largely listed as inhibitors | 1.2% of 390,000 active | AID 588591 | recombinant Pol eta, fluorescent DNA replication assay | Q9Y253; also: potency is read from the fitted curve at half-maximal effect; % is scaled to controls: 0 for no effect and ±100 for the full control effect
Target sequence (Q9Y253 whole entry, looked up): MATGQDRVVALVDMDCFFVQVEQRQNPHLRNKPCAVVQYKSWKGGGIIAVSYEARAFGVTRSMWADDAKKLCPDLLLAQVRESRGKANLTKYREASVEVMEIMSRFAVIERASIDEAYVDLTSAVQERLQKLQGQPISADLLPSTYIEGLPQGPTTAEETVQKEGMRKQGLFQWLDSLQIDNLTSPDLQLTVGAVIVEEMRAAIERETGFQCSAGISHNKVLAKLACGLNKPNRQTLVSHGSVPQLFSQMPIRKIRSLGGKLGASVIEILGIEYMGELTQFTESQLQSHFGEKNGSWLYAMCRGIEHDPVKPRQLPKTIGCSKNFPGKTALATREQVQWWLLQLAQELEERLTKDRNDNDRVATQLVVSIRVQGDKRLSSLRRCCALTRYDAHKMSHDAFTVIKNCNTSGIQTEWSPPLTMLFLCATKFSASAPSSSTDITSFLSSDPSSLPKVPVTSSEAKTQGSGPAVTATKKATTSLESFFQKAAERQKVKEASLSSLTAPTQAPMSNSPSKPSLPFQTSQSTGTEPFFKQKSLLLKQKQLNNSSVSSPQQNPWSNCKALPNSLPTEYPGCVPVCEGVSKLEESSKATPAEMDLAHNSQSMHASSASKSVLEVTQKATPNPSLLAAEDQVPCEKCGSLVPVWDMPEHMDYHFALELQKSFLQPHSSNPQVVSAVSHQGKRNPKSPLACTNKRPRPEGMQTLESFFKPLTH
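Fluorescent replication assay: 50 nM final substrate added after a 15 min room-temperature compound preincubation with 10 nM enzyme. Signal taken at 0 min and again at 10 min.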
Glioma ERSR ind: inducers of ER stress response in human glioma cells | 0.02% of 420,000 active | U87-MG GRP78 promoter luciferase reporter, 16 h | AID 602332 | Potency, µM, for the others: top-dose activation, hits mostly activators; also: potency is read from the fitted curve at half-maximal effect; series mostly up to about 76 µM; % of control where 0% means no effect; nearly all actives have a fitted effect of over 35% in size
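Stably transfected U87-MG human glioma cells carrying a GRP78-based luminescent sensor were seeded at 1000 cells/well, pin-dosed with compounds and incubated 16 h. Luciferase reagent was then added, and end-point luminescence was read after 10 min at room temperature.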
* marks the source's active call; other numbers are inactive results; ? = inconclusive; / = no result given; [ ] = dose if it differs, or a comment. Unless noted, calls follow the shape of the dose curve; as a rule, active = well fitted curve in the direction sought with a large enough effect; inconclusive = small, poorly fitted or top-dose-only effect, or another doubt; inactive = no such curve, though single readings can be large; an effect the other way counts as inactive or inconclusive.

SMILES | Pol iota inh | LDHA inh | POLK inh | APE1 inh | Anesthetic bind | POLB inh | BLM helicase inh | Pol eta inh | Glioma ERSR ind
Cc1ccnc(Nc2nc(-c3sc(C)nc3C)cs2)c1 | 7.6% | -12.2 | -3.1% | / | / | / | / | -9.4% | 0.4%
N#CC(C#N)=C1c2cc(S(N)(=O)=O)ccc2-c2ccc(S(N)(=O)=O)cc21 | ? | 7.8 | -5.7% | -6.3% | -12.6% | -3.2% | -2.1% | ? | -4.3%
CN(Cc1cccs1)C(=O)c1ccc(S(=O)(=O)NCc2ccco2)cc1 | 0.3% | -8.2 | -15.7% | -3.6% | 2.8% | 11.0% | -0.5% | -5.5% | -3.4%
CNC(=S)N1CCN=C1Nc1nc(C)cc(C)n1 | 104.8%[activator] | -6.2 | -2.9% | 3.3% | -5.8% | 1.1% | -0.5% | -3.2% | 1.0%
N#CCC(=O)N/N=C/c1cc([N+](=O)[O-])ccc1N1CCOCC1 | ? | -7.5 | -20.2% | 9.2% | -10.2% | -1.9% | -0.8% | -8.4% | -1.4%
CN(C)/N=C1\CCS(=O)(=O)c2sccc21 | -5.6% | -2.3 | -7.1% | 1.9% | -14.6% | ? | 1.1% | -7.1% | -1.6%
Cc1cccc(N2CCN(C(=O)c3ccc(NC(=O)c4nsc5ccccc45)cc3)CC2C)c1 (centres undefined) | -10.6% | -1.4 | -11.2%[60.1 µM] | / | 5.0% | 18.0% | -9.9% | -17.8% | -6.4%
Cc1ccc2nc(N(Cc3cccnc3)C(=O)c3cccs3)sc2c1 | 1.9% | -12.8 | -14.3%[60.1 µM] | / | -15.5% | 54.7% | -6.1% | -14.6% | -0.7%
C/C=C/c1ccc(OCCCCN2CC(C)CC(C)C2)c(OC)c1 (centres undefined) | 136.9%[activator] | -14.9 | -4.2% | 15.7% | -7.1% | -12.6% | -7.6% | -9.5% | -3.0%
CCOc1ccc(-c2nc(N)ncc2Oc2ccccc2Br)c(O)c1 | 13.1% | -1.9 | -3.2% | -3.3% | -7.8% | 0.4% | -11.3% | -27.9% | -0.5%
Cc1cccc(-n2c(C)cc(C(=S)N3CCOCC3)c2C)c1C | 152.0%[activator] | -5.6 | -1.8% | 3.1% | -10.5% | 1.1% | -7.1% | -23.3% | -2.3%
CC1CCN(C(=O)/C(=C\c2ccccc2F)NC(=O)c2ccccc2)CC1 | 74.0%[activator] | -4.6 | -4.2% | -16.9% | -15.2% | 59.0% | -4.6% | -7.9% | -0.5%
C[C@@H](C(=O)Nc1ccc2ccccc2c1)[C@H]1C[C@]1(C)[C@H](N)c1ccccc1 | -28.0% | / | -23.3% | 11.4% | -16.3% | / | 3.4% | / | -2.5%
Cc1ccc(Cl)c(OCC(=O)OCC(=O)NC2CCCc3ccccc32)c1 (centres undefined) | 2.4% | 0.2 | 11.4% | -6.2% | -17.1% | -11.9% | -11.7% | -14.0% | -4.3%
COc1cc(CNCCc2c[nH]c3ccccc23)ccc1OCc1ccc(F)cc1 | 4.1% | 3.2 | -10.7% | 8.2% | ? | -2.7% | 1.5% | -29.2% | -12.2%
CCOc1ccc(N2C(=O)c3cccnc3C2Nc2ccc(C)c(C)c2)cc1 (centres undefined) | 35.2%[activator] | -0.4 | -1.9% | 2.1% | ? | 7.1% | -7.9% | -13.3% | -1.9%
COC(=O)c1ccc(S(=O)(=O)N2Cc3ccccc3C2)cc1 | 124.0%[activator] | -4.5 | -6.0% | -2.3% | -18.2% | 19.8% | -3.3% | -22.5% | -3.1%
Cc1cc(C)cc(OCC(=O)N(Cc2ccc(C)o2)C2CCS(=O)(=O)C2)c1 (centres undefined) | -10.3% | -2.3 | -2.4% | / | -7.5% | -8.4% | 1.5% | / | /
CC(OC(=O)Cc1c(F)cccc1Cl)C(=O)NCCC1=CCCCC1 (centres undefined) | 9.7% | 1.1 | -14.0% | -0.2% | -7.9% | 13.0% | -3.0% | -15.8% | 0.4%
O=C(NCCc1cccc(F)c1)/C(=C/c1cccnc1)NC(=O)c1ccccc1 | ? | -13.6 | -1.5% | 13.0% | -5.7% | 19.6% | 5.5% | 0.9% | -1.6%
O=C(COC(=O)CSc1nnc(-c2ccc(Cl)cc2)o1)Nc1cc(Cl)ccc1Cl | -4.7% | -2.8 | -3.4% | 17.2% | 1.4% | 13.3% | -2.1% | -6.2% | 2.7%
Cc1c(NCc2nc3ccccc3[nH]2)c(=O)n(-c2ccccc2)n1C | 47.7%[activator] | 1.5 | -1.1% | -6.3% | ? | 4.3% | -1.4% | -7.8% | 0.2%
COc1ccc(N2CCN(c3ccc(-c4nc(-c5ccccc5)no4)cc3[N+](=O)[O-])CC2)cc1 | 23.7% | -4.7 | -7.3% | / | -6.8% | -1.8% | -3.3% | -18.5% | -6.9%
COc1cc(/C=N/Nc2ncc(C(F)(F)F)cc2Cl)cc(OC)c1O | -10.1% | 10.5 | -14.6% | -6.9% | 9.8% | -13.5% | -6.5% | -8.0% | -0.5%
O=C(Nc1ccon1)Nc1cccc(Cl)c1Cl | 31.8% | -4.7 | 1.8% | 36.2% | -16.7% | 19.9% | -5.4% | -18.0% | 5.0%
COC(=O)c1c(NC(=O)CCCOc2cccc(C)c2)sc2c1CCC2 | -21.1% | -9.4 | -5.2% | / | -15.9% | -1.2% | -2.7% | -12.3% | -3.0%
CN1C(=O)CC(N2CCN(CC(N)=O)CC2)C1=O (centres undefined) | 6.1% | -5.8 | -7.8% | -2.8% | -3.6% | 32.1% | -0.8% | -9.8% | -3.8%
O=C(/C=C/c1c(F)cccc1Cl)c1ccc(F)cc1 | ? | 0.4 | -10.0% | -8.1% | ? | 26.0% | -17.4% | ? | ?
COc1ccc(-c2cnn3cc(-c4cccc(Cl)c4)cnc23)cc1 | -10.7% | 1.4 | 2.9% | 20.1% | -0.4% | 4.3% | -0.9% | 2.5% | -3.5%
O=c1[nH]c2ccc(NCc3ccc(-c4ccccc4)o3)cc2[nH]1 | 5.6% | 3.7 | 4.5% | / | -1.7% | 18.8% | -1.2% | 3.9% | -4.8%
O=C(COC(=O)c1ccc([N+](=O)[O-])o1)NCc1ccccc1 | ? | 5.9 | -24.1% | -10.8% | / | / | / | 50.1µM* | -3.6%
S=C(NCc1ccco1)Nc1ccc(Br)cc1Cl | 68.9%[activator] | -12.0 | -0.3% | -0.6% | -13.1% | 18.1% | -11.0% | -13.3% | 6.7%
O=C(Nc1ccccc1Cl)c1cccc(NC(=O)c2cccs2)c1 | ? | -3.6 | ? | -0.8% | -13.3% | -0.9% | -1.5% | -13.4% | -2.3%
Cc1ccc(S(=O)(=O)N2[C@@H](c3ccc(Cl)cc3)C(C(=O)O)=CC[C@H]2c2ccc(Cl)c(Cl)c2)cc1 | ? | -19.5 | -16.3% | -5.1% | / | / | / | 89.1µM* | -3.1%
Cc1ccc(-c2nnc3ccc(SCC(=O)NCc4ccco4)nn23)cc1 | -13.6%[58.9 µM] | -7.2 | -30.1% | -2.6% | -12.7% | ? | -1.7% | 5.4% | -4.7%
COc1ccc(CN2CCN(c3ccccn3)CC2)c(OC)c1 | 2.3% | 0.0 | -5.2% | 0.7% | -5.6% | 24.3% | 3.2% | -9.9% | -5.2%
Cc1ccc2nc(N3CCN(c4ccc(F)cc4)CC3)c3nnnn3c2c1 | 19.8% | 5.3 | -3.9% | / | -10.9% | 37.0% | -4.3% | -8.1% | 1.3%
O=C(CCN1C(=O)C2C3C=CC(C4CC34)C2C1=O)Oc1cccc2cccnc12 (centres undefined) | 26.7% | 16.0 | -5.4% | -3.3% | -22.7% | 17.5% | -0.2% | -7.1% | -4.3%
CCN1C(=O)N[C@@H](c2cccc(C(F)(F)F)c2)[C@@H](C(=O)OC)[C@H]1C | 9.2% | -4.2 | 7.1% | -0.6%[12.4 µM] | / | / | -0.8%[12.4 µM] | 1.4% | -2.7%
CCCC[C@H](NC(C)=O)C(=O)N[C@@H](CCC(=O)O)C(=O)N[C@@H](Cc1cnc[nH]1)C(=O)N[C@H](Cc1ccccc1)C(=O)N[C@@H](CCCN=C(N)N)C(=O)N[C@H](Cc1c[nH]c2ccccc12)C(=O)NCC(N)=O | / | / | 15.4%[60.1 µM] | -4.9% | 3.4% | / | 2.7% | / | -2.3%
Nc1ccc(Cn2ccc3c4c(N)nc(N)nc4ccc32)cc1 | 56.1%[activator] | 16.2 | -33.1% | / | / | / | / | ? | -6.4%
CCN(CC)C(=O)Cn1cc(S(=O)(=O)CC(=O)Nc2ccc3c(c2)OCCO3)c2ccccc21 | 24.6% | 1.8 | -2.0% | -2.8% | -14.2% | -1.9% | -0.3% | -20.7% | 2.3%
CC(CNC(=O)CN1C(=O)NC2(CCCCC2C)C1=O)c1ccccc1 (centres undefined) | 30.8%[activator] | -0.1 | 4.4% | 18.9% | / | / | / | -14.0% | -3.0%
C=CCSCC(N)C(=O)O (centres undefined) | / | / | -9.1%[60.1 µM] | 2.7% | 6.7% | / | 4.2% | / | -4.9%

In the list so far, 3 have a nitro group on carbon.
SMILES | Pol iota inh | LDHA inh | POLK inh | APE1 inh | Anesthetic bind | POLB inh | BLM helicase inh | Pol eta inh | Glioma ERSR ind
N#CCC(=O)N/N=C/c1cc([N+](=O)[O-])ccc1N1CCOCC1 | ? | -7.5 | -20.2% | 9.2% | -10.2% | -1.9% | -0.8% | -8.4% | -1.4%
COc1ccc(N2CCN(c3ccc(-c4nc(-c5ccccc5)no4)cc3[N+](=O)[O-])CC2)cc1 | 23.7% | -4.7 | -7.3% | / | -6.8% | -1.8% | -3.3% | -18.5% | -6.9%
O=C(COC(=O)c1ccc([N+](=O)[O-])o1)NCc1ccccc1 | ? | 5.9 | -24.1% | -10.8% | / | / | / | 50.1µM* | -3.6%

Looked up above:
Reading for Cc1ccc(-c2nnc3ccc(SCC(=O)NCc4ccco4)nn23)cc1 under Pol iota inh: -13.6%[58.9 µM]
Reading for O=C(CCN1C(=O)C2C3C=CC(C4CC34)C2C1=O)Oc1cccc2cccnc12 (centres undefined) under Anesthetic bind: -22.7%

Bioassay records: PubChem, National Center for Advancing Translational Sciences (NCATS)

Not all compounds are listed; rates above refer to the full screens.
